# Screens deposited in PubChem by Sanford-Burnham Center for Chemical Genomics.
# EphA4 KYL inhibition: EphA4 ligand-binding antagonists – biochemical, colorimetric, mouse EphA4, primary screen (AID 689). EphA4-AP binding to KYL peptide, pNPP A405; higher % means a stronger effect. 0.1% of 62,000 active. one-dose inhibition, % at 10 µM; IC50 in µM for titrated hits; in the data active = a potency from the dose series; inactive = the rest, 99 in 100 with inhibition below about 22%
# * = called active by the depositor. An excerpt; count on the stated rates, not on these rows.
Structure	EphA4 KYL inhibition
Cc1cc(S(=O)(=O)N(Cc2ccc(C(C)C)cc2)CC2CCCO2)ccc1-n1cnnn1 (stereo not drawn)	-8%
Cc1cc(OCC(=O)N(C)C)c2c(-c3ccccc3)cc(=O)oc2c1	-12%
CC(=O)C1=C(C)Nc2ncnn2C1c1ccccc1Cl (stereo not drawn)	-11%
CCc1ccc(OCC(=O)Nc2ccc(-c3nc4ccccc4o3)c(O)c2)cc1	-2%
CC1(C)CC(=O)c2c(noc2-c2ccccc2)C1	15%
CCOC(=O)c1[nH]c2ccc(OC)cc2c1NC(=O)CCN1CCN(Cc2ccccc2)CC1	-8%
COc1ccc(Cn2nnnc2CN(Cc2cc3cccc(C)c3[nH]c2=O)C2CCCC2)cc1	6%
O=C(CSCc1ccc(Cl)cc1)c1ccco1	13%
CCOC(=O)C1=C(CSc2nc(-c3ccncc3)ccc2C#N)OC(N)=C(C#N)C1c1cccnc1 (stereo not drawn)	-3%
S=c1[nH]nc2c3c4c(sc3ncn12)CCCC4	-10%
CCN(CC)S(=O)(=O)c1ccc2c3c(cccc13)C(=O)S2	8%
CCOc1cc(C=C2C(=O)c3ccccc3C2=O)cc(Br)c1OCc1ccccc1	12%
CC(OC(=O)c1cccs1)C(=O)NCc1ccc2c(c1)OCO2 (stereo not drawn)	-16%
COc1ccc(N(CC(N)=O)S(=O)(=O)c2ccccc2)cc1	-15%
CCSc1nnc(NC(=O)CSc2nccn2-c2cccc(C)c2C)s1	-4%
Cc1cccc(C)c1NC(=O)C(=O)NCc1ccccn1	-18%
Cc1oc2c(C)c(O)ccc2c(=O)c1-c1ccc2ccccc2n1	-9%
CCOc1cc(/C=C2/SC(=S)N(CC)C2=O)ccc1OC(=O)c1cccc([N+](=O)[O-])c1	3%
N#Cc1c(NC(=O)c2ccccc2)sc2c1CCC2	7%
CCn1c(NC(=O)c2cccs2)nc2ccccc21	7%
Cc1ccccc1NC(=O)CSc1nc(N2CCCCC2)nc(N2CCCCC2)n1	-27%
N#CCSCC(=O)Nc1ccc(Cl)cc1	-5%
CSc1nc2ccc(NS(=O)(=O)c3ccc4c(c3)OCCO4)cc2s1	5%
O=C(C[n+]1ccc(C(=O)N/N=C/c2ccc(Cl)cc2Cl)cc1)c1ccccc1	-12%
CC1(C)NC(=O)N(CCCCOc2ccc(Br)cc2Cl)C1=O	-16%
O=C(CN1CCN(c2ccccn2)CC1)Nc1cc(C(F)(F)F)ccc1Cl	-8%
CC(=O)c1ccc(N2CCN(C(=O)CCCn3c(=S)[nH]c4cc5c(cc4c3=O)OCO5)CC2)cc1	-3%
COc1cccc(-c2csc(N3CCN(C(=S)Nc4cccc(Cl)c4)CC3)n2)c1	-8%
CCc1ccc(NC(=O)CSc2nc3cc(C(=O)OC)ccc3c(=O)n2CC2CCCO2)cc1 (stereo not drawn)	5%
COCCOC(=O)C1=C(C)NC(=O)NC1c1c(OC)ncnc1OC (stereo not drawn)	-15%
CCn1c(SCc2cccnc2)nnc1-c1c[nH]c2ccccc12	-11%
Oc1ccc(Nc2nc(-c3ccc(Br)cc3)cs2)cc1	-12%
CCOC(=O)N1CCC(N2CCN(S(=O)(=O)CC)CC2)CC1	5%
Cc1ccc(S(=O)(=O)N[C@H](C(=O)N2CCC(C(=O)NCC(=O)O)CC2)C(C)C)cc1	-3%
O=C(CSc1nnc(-c2ccco2)n1-c1ccccc1)c1cccc([N+](=O)[O-])c1	2%
CCCCCC(=O)Nc1nc(C)c(-c2csc(Nc3cc(Cl)ccc3C)n2)s1	-4%
N#C/C(=C(/O)COC(=O)c1ccc2c(c1)OCCO2)c1nc2ccccc2[nH]1	-10%
CC(C)C1CC(c2csc(N)n2)CCO1 (stereo not drawn)	-19%
C=C(C)C1Cc2c(C)nn(-c3cccc4ccccc34)c2C1 (stereo not drawn)	-3%
COc1ccc(N(CC(=O)N2CCCCC2)S(=O)(=O)c2c(C)nn(C)c2C)cc1	4%
O=c1[nH]c(CN2CCN(c3ccc(F)cc3)CC2)nc2ccccc12	-5%
COc1ccc(OC)c(NC(=O)C2COc3ccccc3O2)c1 (stereo not drawn)	2%
Cc1c(OCC(N)=O)ccc2c3c(c(=O)oc12)CCC3	0%
Cc1nc2cc(NC(=O)COc3ccccc3C#N)ccc2n1-c1ccccc1	-9%
CC1(C)NC(=O)N(CCCCOc2cccc(C(F)(F)F)c2)C1=O	2%
O=C(/C=C/c1ccccc1Cl)NC(=S)Nc1ccccc1C(=O)NC1CCCCC1	-2%
O=S(=O)(c1ccccc1C(F)(F)F)N1CCC(n2cnc3ccccc32)CC1	-2%
Cc1cc2nnn(-c3nnc(-c4ccccc4)c4ccccc34)c2cc1C	-17%
CCCN1CN(Cc2ccccc2)CC2=C1CC(C)(C)CC2=O	2%
CC(C)C(=O)NC(C)C(c1cccs1)N1CCN(C)CC1 (stereo not drawn)	-14%
COc1ccc(-c2nc(CSCC(=O)N3CCN(C)CC3)c(C)o2)cc1OC	1%
Clc1ccccc1CSc1nnc(-c2cccnc2)n1Cc1ccco1	-4%
CCOC(=O)C1=C(C)NC(=O)NC1c1ccc(NC(C)=O)cc1 (stereo not drawn)	-10%
COC(=O)c1sccc1NC(=O)c1ccc(C)o1	5%
Cc1oc2c(CN3CCCC3)c(O)ccc2c(=O)c1Oc1ccccc1Br	8%
COc1ccc(C2CC(=O)C(C=NCCN3CCN(C(C)=O)CC3)=C(O)C2)cc1OC (stereo not drawn)	-13%

# Other structures:
Structure	EphA4 KYL inhibition
O=S(=O)(c1ccc(F)cc1)N1CCn2c(nc3ccccc32)C1	-7%
O=C(Nc1nnc(Cc2ccccc2)s1)c1ccco1	-1%
CCn1c(SC)nnc1C1CCN(S(=O)(=O)c2ccc(OC)cc2)CC1	-21%
Cc1cc(NC(=O)CSc2nnc3c(C)cc4c(C)ccc(C)c4n23)no1	-7%
O=C(Nc1nc(=S)ss1)c1c(F)cccc1F	-12%
O=C(O)c1cccc(S(=O)(=O)Nc2ccc3oc(=O)sc3c2)c1	-6%
Cc1ccc(NC(=O)CN(c2ccccc2)S(=O)(=O)c2ccccc2[N+](=O)[O-])cc1C	4%
COC(=O)CCC(=O)NNC(=O)CCCOc1ccc(Cl)cc1Cl	-18%
Cc1ccc(C(=O)/C=C/c2ccc(-c3ccccc3[N+](=O)[O-])o2)cc1	0%
Cc1nc2c(c(=O)n1CCC1=CCCCC1)c1nc3ccccc3nc1n2/N=C/c1ccco1	18%
CCSc1nnc(NC(=O)c2cc(-c3ccc(C)cc3)nc3ccccc23)s1	14%
Cc1ccc(CNc2cnccn2)cc1	-13%
Cc1ccc(NC(=O)c2ccc(-c3nn(C)c(=O)c4ccccc34)cc2)c(C)c1	-17%
CC(C)(C)CC(=O)N1CCC(c2nc3c(nnn3Cc3c(F)cccc3Cl)c(=O)[nH]2)CC1	0%
COc1ccccc1Cn1c(=S)[nH]c2cc(C(=O)NCCN3CCOCC3)ccc2c1=O	-5%
Cc1ccc(C(=O)Nc2cc3c(cc2Cl)OCCCO3)cc1	-14%
CCc1c(C)sc(NC(=O)c2cc(C)no2)c1C#N	-10%
COc1ccc(Cc2ccc(OC)c(N)c2)cc1N	-5%
CCOC(=O)c1oc2nc(C(C)C)c3c(c2c1N)CC(C)(C)OC3	-4%
CC(C)Cc1cc(C(=O)NCc2cccnc2)no1	-15%
CCC1Oc2ccc(C)cc2N(Cc2cccc(C)c2)C1=O (stereo not drawn)	11%
Cc1cc(-c2ccccc2C(=O)O)on1	-2%
O=C(CSc1cc(Cl)ccc1Cl)Nc1cccc([N+](=O)[O-])c1	-3%
COc1ccc(CCC(=O)Nc2ccc3c(c2)OCCO3)cc1	-3%
COc1cccc(C(CC(=O)Nc2cccc3ccccc23)NC(=O)c2ccccc2)c1 (stereo not drawn)	5%
C=CCn1c(CSc2nc3ccccc3s2)nnc1SCC(=O)NCc1ccco1	11%
CN1CCN(C(=O)c2cc3ccccc3oc2=O)CC1	3%
O=c1oc2c(CN3CCOCC3)c(O)c(Cl)cc2c2c1CCC2	4%
O=C(O)c1ccc2c3c(ncnc13)-c1ccccc1C2=O	-1%
CCOC(=O)C1CCN(C(=O)c2cccnc2)CC1	4%
Cc1nc2ccccc2c(=O)n1N	-3%
Cn1c(COc2ccccc2)nnc1SCC(=O)Nc1ccc2c(c1)OCO2	-5%
CC(CCc1ccccc1)Nc1cc(N2CCN(C(=O)c3ccccc3F)CC2)ccc1[N+](=O)[O-] (stereo not drawn)	5%
O=C(CCc1ccccc1)Nc1ccc(NC(=O)c2ccco2)nc1	-12%
COc1cc2c(cc1OC)CN(CC(=O)Nc1ccc3c(c1)OCO3)CC2	-11%
CC1=C(C)CC(C(=O)NCc2ccc3c(c2)OCO3)C(C(=O)O)C1 (stereo not drawn)	-9%
COc1ccc(C)cc1NC(=O)CN(c1ccccc1)S(C)(=O)=O	-26%
O=C(CCNS(=O)(=O)c1ccc(Br)s1)NC1CCCC1	5%
NC(=S)Nc1ccc(Oc2ccc(NC(N)=S)cc2)cc1	-11%
COC(=O)N1CC(C)N(C(=O)OC)CC1C (stereo not drawn)	-9%
CCN(CC)CCn1c(NCc2nc3ccccc3n2Cc2ccccc2)nc2ccccc21	0%
N#CC1=C(SCC(=O)NC2CC2)NC(=O)C(C#N)C12CCCCC2 (stereo not drawn)	-7%
O=C(O)c1ccc2c(c1)C(=O)N(Cc1ccc3c(c1)OCO3)C2=O	-2%
CCCc1cc2c(-c3ccccc3)cc(=O)oc2cc1OC(C)C(=O)OC (stereo not drawn)	-7%
COc1ccc(-c2nnn(CC(=O)N3CCOCC3)n2)cc1	-12%
Cc1cccc(C=Nc2ccccc2C(N)=O)c1	-36%
COc1cc(CN2CCN(S(=O)(=O)c3ccc(F)cc3)CC2)cc(OC)c1OC	-10%
COc1ccc2c(c1)CCc1c(C(=O)NCCCn3ccnc3)noc1-2	-8%

# Continued; it opens with the six that closed the last part.
Structure	EphA4 KYL inhibition
O=C(O)c1ccc2c(c1)C(=O)N(Cc1ccc3c(c1)OCO3)C2=O	-2%
CCCc1cc2c(-c3ccccc3)cc(=O)oc2cc1OC(C)C(=O)OC (stereo not drawn)	-7%
COc1ccc(-c2nnn(CC(=O)N3CCOCC3)n2)cc1	-12%
Cc1cccc(C=Nc2ccccc2C(N)=O)c1	-36%
COc1cc(CN2CCN(S(=O)(=O)c3ccc(F)cc3)CC2)cc(OC)c1OC	-10%
COc1ccc2c(c1)CCc1c(C(=O)NCCCn3ccnc3)noc1-2	-8%
Nc1c2c(nc3ccn(Cc4ccccc4)c(=O)c13)CCC2	-7%
COc1cccc(C2C(C#N)=C(N)OC3=C2C(=O)CC(c2ccco2)C3)c1OCc1ccc(F)cc1 (stereo not drawn)	12%
Cc1[nH]c(=S)[nH]c(=O)c1CCOc1ccccc1	-4%
COc1ccc(CC(=O)Nc2ccc(S(=O)(=O)N(C)C)cc2)cc1OC	-12%
CC(=O)C1(C)N(O)C(C)(C)C(c2ccco2)=[N+]1[O-] (stereo not drawn)	-12%
CCCn1c(SCC(=O)N2CCc3ccccc32)nnc1-c1ccncc1	-3%
CCOC(=O)c1nnn(-c2nonc2-c2ccccc2)c1C	-3%
COc1cc(SC)ccc1C(=O)NC1CCCCC1	16%

# The list goes on; it opens with the 2 that closed the last part.
Structure	EphA4 KYL inhibition
CCOC(=O)c1nnn(-c2nonc2-c2ccccc2)c1C	-3%
COc1cc(SC)ccc1C(=O)NC1CCCCC1	16%
COc1ccc(C(=O)Cn2nnc(-c3ccc(N4CCOCC4)cc3)n2)cc1OC	-24%
Cc1cc(C)n2c(Br)c(CSc3nc4ccccc4o3)nc2n1	-13%
CC(NC(=O)COC(=O)Cc1ccsc1)C1CC2CCC1C2 (stereo not drawn)	-8%
COc1ccc(C2CC(=O)C3=C(C2)NC(C)=C(C(=O)Nc2ccccc2C)C3c2coc3ccc(C)cc3c2=O)cc1OC (stereo not drawn)	-5%
Cn1c(=O)c2c(nc(CN3CCN(c4ccccc4)CC3)n2Cc2ccccc2F)n(C)c1=O	-12%
CC(NS(=O)(=O)c1ccccc1)C(c1cccs1)N1CCN(C)CC1 (stereo not drawn)	-7%
Cc1cnc(C(=O)Nc2nnc(C)s2)cn1	-4%
CCc1cccc(OCCCCNCCO)c1	2%
N#CCSc1nnc(COc2ccc3ccccc3c2)o1	-4%
CC1CCc2c(sc(NC(=O)COc3ccccc3C(C)(C)C)c2C(N)=O)C1 (stereo not drawn)	1%
Cc1ccccc1NC(=O)/C(=C\c1cccs1)NC(=O)c1ccccc1	-9%
NC(=O)c1cc(NC(=O)c2cccc(F)c2)ccc1Cl	25%
O=C1NCC2=C1C(c1ccc(Br)cc1)Nc1ccccc1N2 (stereo not drawn)	-6%
O=C(c1c(F)cccc1F)N1CCN(c2cccc(C(F)(F)F)c2)CC1	1%
COc1ccc(-c2nnc3ccc(SCC(=O)NCc4ccco4)nn23)cc1	-9%
CCCC1(O)CC(c2cc(OC)ccc2OC)NC(c2cc(OC)ccc2OC)C1C (stereo not drawn)	0%
O=[N+]([O-])c1c(NCCCO)cc(Sc2nc3ccccc3s2)c2nonc12	5%
COC(=O)/C=C(\C)NC(=O)c1cccs1	-6%
O=C(Nc1ccc(Br)cc1)C1CCCN1S(=O)(=O)c1ccc(Cl)cc1 (stereo not drawn)	1%
Cc1ccc2nc(SCC(=O)Nc3ccc(/C=C/c4ccccc4)cc3)[nH]c2c1	-9%
CCOC(=O)CC1C(=O)NCCN1C(=O)c1cc2c(=O)n3ccccc3nc2s1 (stereo not drawn)	-10%
N=c1sccn1CC(=O)Nc1ccc(S(=O)(=O)N2CCOCC2)cc1	0%
